Assay outcomes: PubChem, Broad Institute
miR-122 sensor: inhibitors of miR-122 in Huh7 cells; 340,000 tested, 0.3% active; Huh7 miR-122 Renilla luciferase sensor, 48 h; neutral wells = 0, positive control = 100; activation (reporter increase), % at 12.5 µM;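 active = mean replicate activation score at least 90 and every replicate individually at or above 90; inconclusive = only one of the two criteria met; inactive = neither criterion met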;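 also: higher luciferase means less miR-122 activity so hits act as miR-122 inhibitors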
PGC1a acetyl inh: lowers PGC1a acetylation signal in U2OS cells; 350,000 tested, 0.17% active; AlphaScreen anti-acetyl-lysine; with virally co-expressed GCN5 acetyltransferase; AID 651687; inhibition, % at 15.6 µM;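 active = every replicate shows inhibition of at least 40%; inconclusive = mean inhibition at least 40% but some replicate below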;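 also: 0% = neutral control wells and 100% = positive control wells; some results beyond the cut were filed as inactive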
EWS-Fli inh: inhibitors of EWS/Fli oncoprotein transcriptional activity; 350,000 tested, 0.67% active; A673 NR0B1-luciferase reporter, viability-normalised; inhibition, % at 12.6 µM;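 active = mean inhibition of at least 50% after viability correction, with every replicate also passing that limit; inconclusive = mean reaches 50% but only one of two replicates passes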;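 also: firefly luciferase signal divided by Alamar Blue viability fluorescence both relative to DMSO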
LGR2 antag: Drosophila LGR2 receptor signaling inhibition; HEK293 LGR2, CRE-luciferase, bursicon-stimulated, 4 h; inhibition, % at 9.99 µM; 380,000 tested, 0.35% active;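 active = drop in luminescence signal, shown as inhibition above about 50% in the replicate tests, limit read from the data, passing the limit was not always enough; inconclusive = probably only some replicates passing the limit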;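 also: agonist challenge used bursicon conditioned medium at about half maximal strength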
Cneo AK release: Cryptococcus neoformans lysis via adenylate kinase release; 360,000 tested, 0.2% active; AID 651654; lysis activity, % at 15 µM; C. neoformans lysis, adenylate kinase release luminescence, 4 h; normalised: neutral wells 0, clomiphene wells 100;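 active = mean lysis activity across replicates of at least 80%, whatever share of replicates individually reach that level; inactive = mean lysis activity below 80%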
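Material – log-phase Cryptococcus neoformans yeast cells · Input – 5 × 10^6 yeast cells/mL · Medium – fresh YPD growth medium · Doses – single compound concentration per well · Timing – static 4 h at 37 °C with compound, 1 h detection · Detection – adenylate kinase release luminescence · Read-out – signal increase indicating cell lysis · Control set – Clomiphene as positive lysis control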
Casp6 inh: blocks human caspase-6 cleavage activity; P55212; purified caspase-6, Z-VEID-R110 cleavage fluorescence; inhibition, % at 12.5 µM; 350,000 tested, 0.53% active; AID 686996;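 active = mean inhibition across replicates at least about 35%, with every replicate also reaching that limit, limit read from the data; inconclusive = only one of the two criteria met; inactive = neither criterion met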;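 also: 0% = median of neutral control wells and 100% = no fluorescence left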
Target sequence (P55212 24-179 limits assumed): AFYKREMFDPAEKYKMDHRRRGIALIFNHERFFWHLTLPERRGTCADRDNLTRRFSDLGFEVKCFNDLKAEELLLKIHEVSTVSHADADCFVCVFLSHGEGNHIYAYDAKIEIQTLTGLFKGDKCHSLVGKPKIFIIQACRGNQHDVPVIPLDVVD
Target sequence (P55212 194-293 limits assumed): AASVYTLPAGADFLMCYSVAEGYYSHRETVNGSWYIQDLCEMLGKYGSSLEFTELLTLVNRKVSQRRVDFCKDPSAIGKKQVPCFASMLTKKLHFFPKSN
FN deposit inh: fibronectin deposition inhibition; AH1F fibroblasts, Alexa488-fibronectin deposition fluorescence, overnight; inhibition, % at 12.6 µM; 350,000 tested, 0.086% active; AID 743247;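 active = mean inhibition across replicates of 30% or more, regardless of how many single replicates reach that level; inconclusive = mean under 30% yet at least half of replicates reach 30%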;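 also: positive control wells lacked labelled fibronectin entirely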
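Assay system: AH1F fibroblasts assembling fluorescent fibronectin matrix; Amount: 10000 AH1F cells per well; Buffer or medium: DMEM, 2% serum; Probe or stimulus: Alexa488-fibronectin, 24 nM final in well; Doses: single compound dose, delivered by pin transfer; Incubation: 1 h adhesion, overnight exposure; Measured by: fluorescence 485/525 nm; Read-out: fibronectin deposition inhibition.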
PAX8 inh HTS: lowers PAX8-driven luciferase in RMG-I cells; RMG-I TPO-luciferase reporter, SteadyGlo, 24 h; inhibition, % at 12.6 µM; 360,000 tested, 1.2% active;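 active = mean replicate inhibition at least 60% with every replicate also reaching 60%; inconclusive = only one of the two criteria is met; inactive = mean below 60% and not all replicates reaching 60%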;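 also: luciferase light reporting Pax8 driven TPO promoter activity; plate controls were median of neutral control wells for no effect and mitoxantrone controls for full effect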
Numbers without * were called inactive; ? = inconclusive; / = no result given; & = joins results of further samples; [ ] = another dose, or the depositor's remark.

SMILES	miR-122 sensor	PGC1a acetyl inh	EWS-Fli inh	LGR2 antag	Cneo AK release	Casp6 inh	FN deposit inh	PAX8 inh HTS
Cc1cccc(NC(=S)NC(=O)/C=C/c2ccco2)c1	9	5	36	-21	26	2	11	-4
O=C(Cn1c(=S)[nH]c2ccccc21)c1ccccc1	15	-4	/	-16	2	/	5	1
COc1ccccc1N1CCN(/N=C/C(Cl)=C/c2ccccc2)CC1	-3	0	-92	-66	1	-1	-2	-139
C[C@@H]1CN([C@@H](C)CO)C(=O)c2cc(C#Cc3ccccc3F)cnc2O[C@H]1CN(C)C(=O)Cc1ccccc1	-4[16.7 µM]	6	15	-9	-2	1	-7	/
CC(C)(C)NC(=O)C(c1c[nH]c2ccccc12)N(C(=O)Cn1nnc(-c2ccc(F)cc2)n1)c1cccc(O)c1 (configuration not stated)	/	/	-5	/	/	-1	-2	21
O=C(Nc1cccn2ncnc12)C(Cl)Cl	-1	?	/	/	9	/	5	19
Cn1ncc2c(Nc3ccccc3Cl)nc(Cl)nc21	/	/	-2	-31	0	1	13	18
Cc1cc(C)n2c(SCC(=O)Nc3ccccc3C#N)nnc2n1	-5	15	17	8	0	0	/	14
O=C(c1ccc(N2CCC3(CC2)OCCO3)c([N+](=O)[O-])c1)N1CCOCC1	-4	-10	-15	6	1	2	-3	-7
CO[C@@H]1CN(C)C(=O)c2cc(NC(C)=O)ccc2OC[C@@H](C)N(C(=O)c2ccccn2)C[C@@H]1C	-4[16.7 µM]	2	16	-1	-5	0	-12	/
COc1ccc(C#Cc2cnc3c(c2)C(=O)N([C@H](C)CO)C[C@H](C)[C@H](CN(C)C(=O)Nc2ccc(F)cc2)O3)cc1OC	-5[16.7 µM]	-17	13	3	-1	0	-20	-6
C[C@H](CO)N1C[C@H](C)[C@@H](CN(C)Cc2ccc(Oc3ccccc3)cc2)Oc2ncc(-c3cccnc3)cc2C1=O	-4[16.7 µM]	-10	11	-18	-2	1	16	12
CO[C@H]1CN(C)C(=O)c2ccc(NC(=O)Nc3cc(F)ccc3F)cc2OC[C@@H](C)N(C)C[C@H]1C	/	6	-4	13	-3	1	-3	4
C[C@H]1CN([C@@H](C)CO)C(=O)CCCn2nncc2CO[C@H]1CN(C)C(=O)Nc1ccc(-c2cccs2)cc1	4[16.7 µM]	/	-2	-9	-2	1	-5	66*
CCCC(C)C(=O)NCc1ccccc1OC (configuration not stated)	0	-7	/	/	-1	/	-6	1
NC(=S)NN=Cc1ccc(-c2ccc(S(=O)(=O)Nc3ncccn3)cc2)o1	/	/	-1	-11	/	38*	-1	-24
CC(=O)c1cccc(NC(=O)CCNS(=O)(=O)c2cccc(C(C)=O)c2)c1	4	0	/	/	0	/	-18	4
O=C(OCCN1CCCC1=O)c1cncc(Br)c1	-14	-5	-3	-9	0	1	/	/
COC(=O)c1ccc2ccn(CC(=O)NC3CCCCC3)c2c1	-1	3	/	/	-2	/	-2	8
COc1ccc(-c2noc(CSc3nc(N)c(-c4ccccc4)c(=O)[nH]3)n2)cc1	-8	2	-7	-25	-1	7	/	/
CCN1CCN(C(=O)c2cc3c(-c4ccc(Cl)cc4)nn(C)c3s2)CC1	4	-16	14	7	0	-1	2	29
CC(O)CNc1nc2c(c(=O)n(Cc3ccc(Br)cc3)c(=O)n2C)n1C (configuration not stated)	-1	/	-18	-7	-4	-2	3	21
CCOC(=O)c1c(C)oc2c(CC(=O)c3ccccc3)c(Cl)c(O)c(O)c12	-3	-5	/	0	4	/	6	-22
CC1=C/C(=C/N(C)C)C(=O)O1	/	/	2	23	/	3	5	-11
O=C(Nc1cccc(S(=O)(=O)N2CCCC2)c1)c1cccc(OC(F)F)c1	/	/	0	-26	/	-1	4	15

Three compounds out of the list above, sorted by the number in miR-122 sensor, smallest number first.
Molecule	miR-122 sensor	PGC1a acetyl inh	LGR2 antag	Casp6 inh
Cc1cc(C)n2c(SCC(=O)Nc3ccccc3C#N)nnc2n1	-5	15	8	0
COC(=O)c1ccc2ccn(CC(=O)NC3CCCCC3)c2c1	-1	3	/	/
CCCC(C)C(=O)NCc1ccccc1OC (configuration not stated)	0	-7	/	/

New compounds follow:
SMILES	miR-122 sensor	PGC1a acetyl inh	EWS-Fli inh	LGR2 antag	Cneo AK release	Casp6 inh	FN deposit inh	PAX8 inh HTS
Cc1ccc(S(=O)(=O)N(C)C)cc1NC(=O)C1CCC1	/	/	1	10	/	0	-2	2
COc1ccc(CCNC(=O)CN(CCc2ccccc2)S(C)(=O)=O)cc1OC	-4	-3	1	/	0	3	5	-8
CCOC(=O)N(C)C[C@@H]1OCc2ccccc2-c2c(n(C)c3ccccc23)C(=O)N([C@@H](C)CO)C[C@H]1C	/	1	13	-10	3	-1	1	/
CC(C)[C@H](NC(=O)c1ccco1)C(=O)OCC(=O)c1ccc2c(c1)NC(=O)CO2	/	/	-4	-5	/	1	14	3
Cc1ccc(C(=O)N/C(=C/c2cccs2)C(=O)NCCc2c[nH]c3ccccc23)cc1	-2	0	5	-13	-3	2	0	4
CCC(=O)N(C)C[C@H]1Oc2ncc(-c3ccc(C)cc3)cc2C(=O)N([C@@H](C)CO)C[C@H]1C	4[16.7 µM]	-2	-7	-24	0	2	-7	/
Cc1ccn2cc(C34CC5CC(CC(C5)C3)C4)nc2c1	8	1	-25	-27	2	-3	/	7
COc1ccc(NC(=O)Cc2cccc(F)c2)cc1S(=O)(=O)Nc1ccccc1Cl	332*	-5	14	9	-5	0	-1	-4
CC(C)(CNS(=O)(=O)c1ccc(Br)s1)N1CCOCC1	-2	4	5	12	2	1	22	1
O=C(COc1ccc(/C=N/NC(=O)c2ccc(O)cc2)cc1)Nc1ccc([N+](=O)[O-])cc1	-1	2	/	15	-3	/	-5	2
CO[C@@H]1CN(C)C(=O)c2cc(NS(=O)(=O)CC(F)(F)F)ccc2OC[C@@H](C)N(C(=O)c2ccc3c(c2)OCO3)C[C@@H]1C	/	-2	-7	-2	-2	-3	2	-5
COc1ccc(NC(=O)CSc2nnc(-c3cccs3)n2N)c(OC)c1	/	/	-2	6	-1	3	-3	-1
O=C(CCC(=O)N1CCOc2ccccc21)NCCCN1CCN(Cc2ccccc2)CC1	-3	-4	5	19	0	-19	-2	9
CC(C)NC(=O)Nc1ccc2c(c1)C(=O)N([C@H](C)CO)C[C@@H](C)[C@H](CN(C)C(=O)Nc1ccc(C(F)(F)F)cc1)OCCCC[C@@H](C)O2	-9[16.7 µM]	10	24	0	55	4	/	68*
CC1=C(C(=O)N(C(C)C)C(C)C)CC(CC(=O)NCC2CCCCC2)C(=O)N1Cc1ccc(F)cc1 (configuration not stated)	-3	-4	7	8	0	5	-3	17
COC(=O)c1cc(Br)c(=O)n(-c2ccccn2)c1	-3	-3	/	1	-7	/	/	/
CN1CCN(S(=O)(=O)c2cccc(C(=O)Oc3cccc(Br)c3)c2)CC1	-2	-13	-3	7	0	-1	-1	-9
COCC(=O)N(C)C[C@H]1Oc2ncc(-c3cccc(OC)c3)cc2C(=O)N([C@@H](C)CO)C[C@H]1C	0[16.7 µM]	1	-6	-13	0	-2	/	/
O=C(NCc1ccc2c(c1)OCO2)C(=O)NCC1CCCO1 (configuration not stated)	/	1	-3	-15	/	-4	-26	-7
COc1ccc(OCC(=O)Nc2cccc(-c3nc4ccccc4o3)c2)cc1	-6	-3	/	/	1	/	5	/
C[C@@H]1CCCCO[C@H](CN(C)Cc2ccncc2)[C@@H](C)CN([C@@H](C)CO)C(=O)c2cc(NC(=O)CCC(F)(F)F)ccc2O1	1[16.7 µM]	-6	-4	10	0	0	/	-2
C[C@H](CO)N1C[C@H](C)[C@@H](CN(C)C(=O)Nc2ccc(F)cc2)Oc2c(NC(=O)Nc3ccc(C(F)(F)F)cc3)cccc2C1=O	0[16.7 µM]	-6	-8	-5	-6	-1	/	/
CC(C)(C)NC(=O)C(=O)NN=C1CCCCCCC1	0	4	-5	-19	0	-4	4	10
COc1ccc(C/C(N)=N/OC(C)=O)cc1OC	/	/	83*	-6	/	7	/	10
CCCN1C[C@H](C)[C@@H](OC)CN(C)C(=O)c2ccc(NC(=O)Nc3cccc(F)c3)cc2OC[C@H]1C	-15[16.7 µM]	/	-7	15	2	-1	0	10
SMILES	miR-122 sensor	PGC1a acetyl inh	EWS-Fli inh	LGR2 antag	Cneo AK release	Casp6 inh	FN deposit inh	PAX8 inh HTS
O=C(NC1CCCC1)N[C@@H]1C=C[C@@H](CC(=O)N2CCOCC2)O[C@@H]1CO	14[16.7 µM]	5	3&-12	12&-5	-2	2&2	2&1	-8&-11
C[C@H](CO)N1C[C@H](C)[C@@H](CN(C)C(=O)Nc2ccccc2)Oc2ccc(NC(=O)C3CC3)cc2C1=O	14[16.7 µM]	15	-12&-7	1&6	-57&-6	0&-2	-2	3&6
CCc1ccccc1NC(=O)CN(C)C(=O)CSc1nn(-c2ccc(F)cc2)c(=S)s1	/	/	-6	23	/	-2	2	6
O=[N+]([O-])c1ccc(S(=O)(=O)N2CCSC2c2ccco2)cc1 (configuration not stated)	-4	-4	-4	7	6	2	-3	17
CCCOc1ccc(CSc2nnc(CCC)n2N)cc1	1	8	/	6	-2	/	/	/
Cn1nc(CC(=O)Nc2cccc3ncccc23)c2ccccc2c1=O	10	2	/	/	1	/	4	11
Cc1ccc(NC(=O)c2cc(C)n(-c3cccc(C)c3)c2C)cc1	0	/	-97	-65	-2	/	-7	-163
Cc1ccc(S(=O)(=O)N[C@@H]2CC[C@H](CC(=O)N3CCC(Cc4ccccc4)CC3)O[C@@H]2CO)cc1	/	-3	11	10	-4	-1	/	17
C=CCNC(=S)NNC(=O)c1ccco1	-4	-3	1	-12	/	4	-21	-4
Oc1ccccc1-c1nc(NCc2cccnc2)c2ccccc2n1	4	12	5	28	1	-1	5	-39
Cc1ccc(NC(=O)c2ccc(NC(=O)C3CCCCC3C(=O)O)cc2)cc1 (configuration not stated)	-1	6	1	-31	3	-2	3	-107
C[C@H](CO)N1C[C@H](C)[C@@H](CN(C)C(=O)Nc2cccc3ccccc23)Oc2ccc(NC(=O)CCN3CCOCC3)cc2CC1=O	/	3	/	0	/	0	1	2
CCOC(=O)C1CCCCN1Cc1ccc(F)c(Br)c1 (configuration not stated)	-7	10	/	/	0	/	11	/
CC(C)=C1SC(N2CCN(c3cccc(C)c3)CC2)=NC1=O	-12	-5	/	13	-1	-1	/	/
Cc1ccc(O)c(NC(=O)c2noc(C(C)C)c2[N+](=O)[O-])c1	/	2	-2	-77	/	0	24	-12
Cc1ccc(NC(=O)CN2CCc3ccccc3C2)cc1	0	-4	/	/	-2	/	-11	/
C=CCN1C2CCCC1CC(NC(=O)Nc1cccc(C(C)=O)c1)C2 (configuration not stated)	-8	6	/	/	-5	/	1	-10
N#Cc1ccc(CSc2nc(N)cc(=O)[nH]2)cc1	-5	4	10	-6	2	-2	-3	-12
O=C(CN1C(=O)CSc2ccc(S(=O)(=O)N3CCOCC3)cc21)NCCCN1CCc2ccccc2C1	/	/	-14	15	/	-4	-2	11
O=C(O)CSc1nnc(SCc2cccc3ccccc23)s1	-5	-4	/	-6	-1	/	0	/
O=C(Nc1ccc(S(=O)(=O)NCc2ccco2)cc1)c1ccncc1	31	-2	/	16	-1	/	/	/
O=C(O)C1c2ccccc2Cc2ccccc21	-2	5	-3	-6	0	-1	5	-4
